Mcl1 Bid PPI = Mcl-1/Bid interaction inhibition. 0.97% of 220,000 active. Q07820. TR-FRET Mcl-1/Bid-Dy647 peptide binding, 1536-well. inhibition, % at 21.7 µM;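 active means compounds that cut the binding signal by more than half at the single screening dose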;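 further: His-tagged Mcl-1 with europium anti-His antibody binding Bid BH3 peptide; 0% = Mcl-1 plus peptide wells and 100% = peptide-only wells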
Target sequence (Q07820 whole entry, looked up): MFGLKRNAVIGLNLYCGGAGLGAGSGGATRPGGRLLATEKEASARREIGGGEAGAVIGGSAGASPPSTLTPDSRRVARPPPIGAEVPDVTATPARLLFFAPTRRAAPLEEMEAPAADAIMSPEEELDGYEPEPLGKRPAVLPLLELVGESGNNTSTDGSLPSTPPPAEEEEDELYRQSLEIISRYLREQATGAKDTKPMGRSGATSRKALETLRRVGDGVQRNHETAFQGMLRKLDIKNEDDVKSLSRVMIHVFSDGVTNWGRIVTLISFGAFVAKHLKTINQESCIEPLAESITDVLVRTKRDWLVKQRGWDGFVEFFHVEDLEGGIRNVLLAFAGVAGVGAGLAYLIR
Rab7 wt GTP bind = dog Rab7 wildtype GTP binding, inhibitors and activators; GST-Rab7 beads, fluorescent GTP binding, flow cytometry; actives lie on both sides; untreated = 100%, excess cold GTP = 0%; GTP binding activity (percent of control), % at 10 µM; 0.055% of 190,000 active;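 active means fluorescent GTP binding to Rab7 beads changed by at least 20 points from the 100% baseline, either direction, mostly lower; inconclusive means compound itself probably fluorescent, or too few beads counted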;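 further: median green fluorescence of bound Bodipy-FL-GTP per Rab7 bead population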
Mcl-1 Bim block = disrupts Bim peptide binding to human Mcl-1; Q07820; inhibition, % at 10 µM; Bead-based flow cytometry, Bim peptide-Mcl-1 binding; 0.1% of 190,000 active; AID 1009; in the data active means inhibition above about 40%;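 further: 0% = no compound tracer wells and 100% = peptide blocker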
HRas wt GTP = human HRas wildtype GTP binding, change in either direction; GST-Ras wt beads, Bodipy-FL-GTP binding, flow cytometry; actives lie on both sides; AID 759; GTP binding activity, % at 10 µM; 0.14% of 190,000 active;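 active means GTP binding activity at least 20% away from the 100% baseline, either lowered as inhibitor or raised as activator; inconclusive means flagged as likely green fluorescent, judged across all proteins in the well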;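 further: 0% = unlabeled GTP competition control and 100% = no-compound control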
Target sequence (P01112 whole entry, looked up): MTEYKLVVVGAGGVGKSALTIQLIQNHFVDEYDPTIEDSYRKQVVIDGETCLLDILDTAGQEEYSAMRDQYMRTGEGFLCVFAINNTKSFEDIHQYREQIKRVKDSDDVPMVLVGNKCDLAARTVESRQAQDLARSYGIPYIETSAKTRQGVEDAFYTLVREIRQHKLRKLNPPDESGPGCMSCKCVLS
Rab2 wt GTP = changes GTP binding to wildtype dog Rab2A, up or down; GST-Rab2 wt beads, Bodipy-GTP binding, flow cytometry; AID 760; GTP binding activity, % at 10 µM; P61105; 0.19% of 190,000 active;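 active means GTP binding activity at least 20 points away from 100%, either lowered or raised; inconclusive means signal likely due to the compound's own green fluorescence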;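 further: 0% = beads with excess unlabeled GTP and 100% = no-compound control corrected for plate trend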
Cdc42 wt = modulators (inhibitors or activators) of GTP binding to human Cdc42 wildtype | P60953 | GST-Cdc42 beads, Bodipy-GTP binding, flow cytometry; actives lie on both sides | 0.2% of 190,000 active | percent activity (GTP binding), % at 10 µM;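 active means percent activity GTP binding at least 20 points away from the 100% baseline, either down as inhibitor or up as activator; inconclusive means compound flagged as likely green fluorescent from well-wide comparison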;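 further: median bead fluorescence of bound Bodipy-FL-GTP at 100 nM; 0% = excess unlabeled GTP control and 100% = no compound control; below 100% means less GTP binding so inhibitor and above means activator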
Target sequence (P60953 whole entry, looked up): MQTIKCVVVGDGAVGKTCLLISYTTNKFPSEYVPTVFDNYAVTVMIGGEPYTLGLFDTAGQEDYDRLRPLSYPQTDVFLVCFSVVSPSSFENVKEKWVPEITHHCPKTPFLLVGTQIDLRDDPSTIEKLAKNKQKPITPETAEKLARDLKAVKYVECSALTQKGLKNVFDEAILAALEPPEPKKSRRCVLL
Rac1 act GTP bind = human Rac1 activated mutant GTP binding change; P63000; GST-Rac1 activated beads, fluorescent GTP binding, flow cytometry; actives lie on both sides; 100% means binding = to untreated wells; percent activity (GTP binding), % at 10 µM; 0.11% of 190,000 active;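 active means GTP binding at least 20 percentage points away from the 100% baseline, in either direction, so actives lie on both sides; inconclusive means Compound likely fluorescent itself, or too few beads counted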
Rac1 wt GTP bind = alters GTP binding to wildtype human Rac1; P63000; GST-Rac1 beads, fluorescent GTP binding, flow cytometry; actives lie on both sides; 0 = cold GTP competed, 100 = untreated; GTP binding activity (% of control), % at 10 µM; 0.27% of 190,000 active;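 active means GTP binding activity at least 20 points away from the 100% control level, either lower or higher; inconclusive means compound flagged as likely green fluorescent, judged across all proteins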
RGS8-Gao reg = human RGS8-Galphao interaction regulation; P09471; multiplexed bead flow cytometry, RGS8-Galphao binding; actives lie on both sides; response (percent of control binding), % at 10 µM; 0.34% of 220,000 active; AID 1423; in the data active means response below about 60% or above about 140%; inactive means in between;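 further: Galphao activated as the GDP aluminium fluoride complex binding bead-coupled RGS8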
Pf gamet viab = inhibitors of late stage P. falciparum gametocyte viability; inhibition, % at 10.9 µM; AID 743093; 0.065% of 150,000 active; P. falciparum stage V gametocytes, ATP luminescence, 24 h;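 active means inhibition above the mean plus 3 SD of compounds within the control limits, set per campaign, cut at about 38% in these data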;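 further: 0% = DMSO wells and 100% = medium only without gametocytes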
Mcl1-Noxa inh = Mcl-1/Noxa interaction inhibition; AID 1022; Q07820; inhibition, % at 21.7 µM; 1.5% of 220,000 active; TR-FRET Mcl-1/Noxa peptide binding, 2 h;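 active means compounds that cut the protein-peptide binding signal by more than 50% relative to plate controls in a single-dose test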;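 further: His-tagged Mcl-1 with rhodamine Noxa BH3 peptide and terbium anti-His antibody; 0% = Mcl-1 plus Noxa peptide wells and 100% = peptide-only wells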
The depositor's hits bear a star; ? = inconclusive; / = not tested or not shown; & = joins results of further samples.

SMILES	Mcl1 Bid PPI	Rab7 wt GTP bind	Mcl-1 Bim block	HRas wt GTP	Rab2 wt GTP	Cdc42 wt	Rac1 act GTP bind	Rac1 wt GTP bind	RGS8-Gao reg	Pf gamet viab	Mcl1-Noxa inh
S=c1[nH]nc(-c2ccc3ccccc3n2)n1-c1ccc(Cl)cc1	-94.4	96.0	-6.0	96.0	95.0	103.0	96.0	98.0	113.8	/	12.5
COCCn1c(Sc2ccccc2)nc2c1c(=O)[nH]c(=O)n2C	6.5	97.0	-5.0	102.0	99.0	102.0	101.0	104.0	100.1	8.6	6.9
CCOC(=O)c1oc2ccccc2c1CN1CCN(C(=O)c2ccccc2)CC1	-29.7	101.0	-1.0	102.0	103.0	104.0	99.0	107.0	105.8	/	3.7
CN(CCCCCC(=O)/C=N/O)Cc1ccccc1	-4.1	96.0	-2.0	97.0	97.0	99.0	98.0	97.0	102.4	-2.9	10.0
COc1ccc(/C=C2\SC(c3ccc(C)cc3)=NC2=O)cc1OC	5.6	91.0	-6.0	91.0	89.0	88.0	86.0	84.0	90.3	/	/
Cc1ccc(NC(=S)N2CCC(c3ccccc3)C2)c(Cl)c1 (stereo not given)	-9.6	101.0	0.0	98.0	97.0	96.0	98.0	101.0	101.2	-28.3	-18.6
Cc1nn(C)c(C(=O)NNC(=S)NCc2ccco2)c1Cl	-25.3	102.0	-41.0	97.0	97.0	100.0	96.0	99.0	97.6	/	30.2
CC1(C)Cc2ccccc2C(=O)N1	-6.5	97.0	1.0	101.0	97.0	101.0	100.0	102.0	104.3	/	-0.9
CC1CC(CC(C)C(=O)NC(=S)Nc2ccc(S(N)(=O)=O)cc2)C(=O)O1 (stereo not given)	-22.4	93.0	-2.0	97.0	96.0	96.0	97.0	99.0	101.9	0.8	15.9
CC(NC(=O)Cn1nc(C(=O)O)c2ccccc2c1=O)c1ccccc1 (stereo not given)	-20.7	97.0	-5.0	96.0	96.0	100.0	96.0	101.0	102.9	-4.8	9.4
COc1ccc2ncc(S(=O)(=O)c3ccccc3)c(N3CCC4(CC3)OCCO4)c2c1	-10.9	100.0	-3.0	99.0	101.0	98.0	97.0	103.0	100.3	10.8	-3.6
O=S(=O)(c1ccccc1Cl)N1CCCC1c1nc(-c2ccccc2Cl)no1 (stereo not given)	7.4	93.0	0.0	97.0	96.0	98.0	94.0	89.0	102.7	/	10.3
c1ccc(CSc2nnc(-c3ccco3)n2Cc2ccco2)cc1	-4.5	97.0	0.0	97.0	98.0	100.0	97.0	102.0	98.5	10.0	5.3
Nc1c2c(nc3ccc(Br)cc13)N(c1ccccc1)CC2	9.2	92.0	3.0	90.0	90.0	92.0	93.0	91.0	104.1	/	24.9
COCCSc1nnc(NC(=O)COC)s1	5.1	94.0	-2.0	102.0	103.0	106.0	101.0	106.0	101.5	11.3	-6.6
Cc1c(Cl)c([N+](=O)[O-])nn1CC(=O)NCC1CCCO1 (stereo not given)	11.1	104.0	1.0	98.0	100.0	99.0	96.0	101.0	100.7	-43.3	-9.1
Clc1cccc2c1Sc1ccccc1CC2N1CCNCC1 (stereo not given)	11.6	100.0	3.0	98.0	99.0	101.0	100.0	104.0	116.1	-26.2	21.3
Cc1ccc(N2C(=O)[C@@H]3C(C(=O)C(c4ccccc4)c4ccccc4)=NN[C@@H]3C2=O)cc1	-3.0	96.0	-2.0	95.0	94.0	96.0	95.0	99.0	99.6	/	1.5
CC(c1nccs1)N(C)c1nc2nonc2nc1N(C)C (stereo not given)	-4.4	98.0	-3.0	96.0	97.0	99.0	95.0	95.0	100.5	11.3	-4.2
O=C(CN1CCN(Cc2ccc(Cl)cc2)CC1)N/N=C/c1c[nH]c2ccccc12	-0.5	97.0	-4.0	102.0	102.0	102.0	98.0	103.0	87.2	13.7	5.7
Oc1c(N=NC(=S)Nc2ccccc2F)c2ccccc2n1Cc1ccc(F)cc1	-52.4	97.0	0.0	91.0	90.0	89.0	91.0	92.0	104.1	-13.0	-24.5
CC(=O)Nc1ccc2oc(-c3ccccc3)nc2c1	12.7	95.0	0.0	99.0	101.0	103.0	97.0	102.0	98.7	7.7	2.4
N#Cc1ccc(OCC(=O)Nc2ccccc2NS(=O)(=O)c2cccs2)cc1	-85.0	98.0	-1.0	98.0	96.0	101.0	95.0	100.0	100.9	-5.2	-2.0
O=C(Nc1ccc(OC(F)(F)F)cc1)c1ccc2nccnc2c1	-12.2	101.0	-4.0	99.0	99.0	100.0	98.0	99.0	98.6	-6.6	1.5
O=C(CSc1nc2ccccc2n1CC(=O)NCc1ccccc1)NCc1ccco1	-67.2	94.0	5.0	92.0	93.0	92.0	95.0	97.0	102.0	/	-9.1
SMILES	Mcl1 Bid PPI	Rab7 wt GTP bind	Mcl-1 Bim block	HRas wt GTP	Rab2 wt GTP	Cdc42 wt	Rac1 act GTP bind	Rac1 wt GTP bind	RGS8-Gao reg	Pf gamet viab	Mcl1-Noxa inh
O=C(NNC(=O)C(c1ccccc1)c1ccccc1)c1ccccn1	-21.6	96.0	-7.0	100.0	97.0	99.0	100.0	104.0	100.5	-2.4	-57.9
O=C1SC(SCc2ccccc2Cl)=N/C1=C\c1ccc(C(=O)O)cc1	-34.4	99.0	-2.0	93.0	92.0	92.0	89.0	93.0	98.9	-4.9	80.2*
Cc1cc(C)cc(NC(=S)N2CCC(c3nc4ccccc4s3)CC2)c1	-31.9	98.0	-1.0	98.0	99.0	100.0	100.0	105.0	102.1	1.8	-3.0
CCOC(=O)COc1ccc(/C=C2/SC(=Nc3ccccc3)N(Cc3cccnc3)C2=O)cc1OC	8.0	101.0	0.0	102.0	101.0	101.0	100.0	101.0	99.3	/	1.1
O=c1[nH]c(=O)n(-c2ccccc2)c2c1C(C(F)(F)F)(C(F)(F)F)N=C(C1CCCCC1)N2	-7.7	101.0	-5.0	102.0	99.0	98.0	97.0	103.0	99.3	/	10.8
COc1ccc(NCC(O)Cn2c(C)c(C)c3ccccc32)cc1 (stereo not given)	-49.5	93.0	0.0	93.0	94.0	97.0	96.0	92.0	103.2	-9.9	12.6
CC1CC(C)(C)NC(=S)N1CCCC(=O)Nc1ccc(F)cc1 (stereo not given)	-31.0	96.0	-2.0	97.0	94.0	97.0	95.0	100.0	100.7	8.5	-0.8
COc1ccccc1-n1c(SCc2cc(=O)oc3cc(O)ccc23)nc2ccccc2c1=O	-70.6	94.0	-1.0	97.0	95.0	98.0	100.0	99.0	101.5	12.1	66.6*
Brc1ccccc1-c1nnc(CSc2nnc3sc4ccccc4n23)o1	-39.5	105.0	2.0	105.0	103.0	100.0	101.0	107.0	101.6	/	22.0
CC(=O)C1=C(O)C(=O)N(Cc2ccco2)C1c1ccccc1F (stereo not given)	-25.6	103.0	0.0	98.0	96.0	93.0	90.0	97.0	102.8	/	4.0
CCOc1ccc(NC(=O)CSc2nccn2C)cc1	-8.4	98.0	-7.0	101.0	102.0	102.0	101.0	105.0	99.7	/	18.0
O=C(O)CNC(=O)CCN1C(=O)c2ccccc2C1=O	25.4	95.0	0.0	98.0	96.0	97.0	97.0	99.0	103.3	/	9.4
CCOC(=O)c1cc(C)sc1NC(=O)C(c1ccccc1)c1ccccc1	-3.0	95.0	-1.0	98.0	96.0	93.0	94.0	104.0	100.5	/	3.2
Cc1ccc(Cn2c(SCC(=O)NCC3CCCO3)nc3ccsc3c2=O)cc1 (stereo not given)	-2.9	93.0	-5.0	96.0	96.0	97.0	94.0	98.0	104.2	-10.3	8.1
C[C@@H]1C[C@H]2[C@@H]3CCC4=CC(=O)C=C[C@]4(C)[C@@]3(F)[C@@H](O)C[C@]2(C)[C@@]1(O)C(=O)COP(=O)(O)O	0.6&-15.6	98.0	0.0	100.0	100.0	101.0	98.0	102.0	98.8	/	16.7&-5.6
O=C(CNC(=O)c1ccccc1)OCc1nc2ccccc2s1	-11.5	99.0	-4.0	101.0	99.0	101.0	97.0	102.0	101.3	/	-15.3
CC(C)[C@H](NC(N)=O)C(=O)Nc1ccc(F)c(Cl)c1	-13.6	?	-1.0	?	?	?	?	?	106.6	9.2	4.6
CCOc1ccc(NC(=O)CN2CCN(CC(=O)Nc3ccc(Cl)c(C(F)(F)F)c3)CC2)cc1	6.7	97.0	0.0	95.0	95.0	100.0	98.0	100.0	101.0	17.9	6.7
O=S(=O)(c1ccc(Cl)s1)N1CCc2ccccc2C1	10.4	97.0	-7.0	98.0	98.0	95.0	94.0	95.0	99.5	13.2	-24.5
COc1cccc(C(=O)Nc2c(C)n[nH]c2C)c1	-5.8	101.0	-3.0	101.0	99.0	102.0	99.0	98.0	104.6	/	9.9
O=C(O)c1ccccc1-c1ccccc1C(=O)NCc1ccco1	44.1	100.0	-2.0	101.0	101.0	104.0	100.0	102.0	101.8	/	17.8
CCC(=NCCc1c(C)[nH]c2ccc(OC(F)(F)F)cc12)C1=C(O)CC(c2ccccc2)CC1=O (stereo not given)	-30.0	100.0	2.0	100.0	96.0	100.0	98.0	105.0	102.4	1.4	11.7

Sorted by SMILES length (ascending): part of the list above.
SMILES	Mcl1 Bid PPI	Rab7 wt GTP bind	Mcl-1 Bim block	HRas wt GTP	Rab2 wt GTP	Cdc42 wt	Rac1 act GTP bind	Rac1 wt GTP bind	RGS8-Gao reg	Pf gamet viab	Mcl1-Noxa inh
CCOc1ccc(NC(=O)CSc2nccn2C)cc1	-8.4	98.0	-7.0	101.0	102.0	102.0	101.0	105.0	99.7	/	18.0
COc1ccc(NCC(O)Cn2c(C)c(C)c3ccccc32)cc1 (stereo not given)	-49.5	93.0	0.0	93.0	94.0	97.0	96.0	92.0	103.2	-9.9	12.6
CC1CC(C)(C)NC(=S)N1CCCC(=O)Nc1ccc(F)cc1 (stereo not given)	-31.0	96.0	-2.0	97.0	94.0	97.0	95.0	100.0	100.7	8.5	-0.8
CC(C)[C@H](NC(N)=O)C(=O)Nc1ccc(F)c(Cl)c1	-13.6	?	-1.0	?	?	?	?	?	106.6	9.2	4.6
Cc1cc(C)cc(NC(=S)N2CCC(c3nc4ccccc4s3)CC2)c1	-31.9	98.0	-1.0	98.0	99.0	100.0	100.0	105.0	102.1	1.8	-3.0
Cc1ccc(Cn2c(SCC(=O)NCC3CCCO3)nc3ccsc3c2=O)cc1 (stereo not given)	-2.9	93.0	-5.0	96.0	96.0	97.0	94.0	98.0	104.2	-10.3	8.1
CCC(=NCCc1c(C)[nH]c2ccc(OC(F)(F)F)cc12)C1=C(O)CC(c2ccccc2)CC1=O (stereo not given)	-30.0	100.0	2.0	100.0	96.0	100.0	98.0	105.0	102.4	1.4	11.7

Rows are unselected, and some 2.9% of all compounds hit somewhere here.
